# Vc quorum ag – quorum light induction in luxS cqsA deficient V. cholerae; V. cholerae BH1578 lux reporter, luminescence, 6 h; activation, % at 18.7 µM; 350,000 compounds, 0.16% hits; AID 588436; in the data active = activation mostly above about 9.7%, no sharp cut-off; inconclusive = no clear call, values can overlap the other calls; inactive = mostly below about 3.7%; also: not every result past the cut was called active; inactives centre near 0; reference of the scale not given here
# VHR inh abs – DUSP3 (human) phosphatase inhibition; AID 1654; P51452; recombinant VHR phosphatase, pNPP absorbance; inhibition, % at 13.3 µM; 290,000 compounds, 0.52% hits; in the data active = inhibition above about 50%; also: some compounds called inactive have numbers as strong as hits
# 3CLpro inhibitor – SARS-CoV 3CLpro protease inhibition; inhibition, % at 6 µM; 290,000 compounds, 0.14% hits; recombinant SARS-CoV 3CLpro, quenched FRET peptide cleavage; in the data active = inhibition above about 12%
# TcdB GH inh – inhibitors of Clostridioides difficile toxin B glycohydrolase | P18177 | TcdB glycohydrolase enzymatic assay, plate reader | inhibition, % at 9.99 µM | 350,000 compounds, 0.24% hits | AID 652162; in the data active = inhibition above about 10%
# Target sequence (P18177 whole entry, looked up): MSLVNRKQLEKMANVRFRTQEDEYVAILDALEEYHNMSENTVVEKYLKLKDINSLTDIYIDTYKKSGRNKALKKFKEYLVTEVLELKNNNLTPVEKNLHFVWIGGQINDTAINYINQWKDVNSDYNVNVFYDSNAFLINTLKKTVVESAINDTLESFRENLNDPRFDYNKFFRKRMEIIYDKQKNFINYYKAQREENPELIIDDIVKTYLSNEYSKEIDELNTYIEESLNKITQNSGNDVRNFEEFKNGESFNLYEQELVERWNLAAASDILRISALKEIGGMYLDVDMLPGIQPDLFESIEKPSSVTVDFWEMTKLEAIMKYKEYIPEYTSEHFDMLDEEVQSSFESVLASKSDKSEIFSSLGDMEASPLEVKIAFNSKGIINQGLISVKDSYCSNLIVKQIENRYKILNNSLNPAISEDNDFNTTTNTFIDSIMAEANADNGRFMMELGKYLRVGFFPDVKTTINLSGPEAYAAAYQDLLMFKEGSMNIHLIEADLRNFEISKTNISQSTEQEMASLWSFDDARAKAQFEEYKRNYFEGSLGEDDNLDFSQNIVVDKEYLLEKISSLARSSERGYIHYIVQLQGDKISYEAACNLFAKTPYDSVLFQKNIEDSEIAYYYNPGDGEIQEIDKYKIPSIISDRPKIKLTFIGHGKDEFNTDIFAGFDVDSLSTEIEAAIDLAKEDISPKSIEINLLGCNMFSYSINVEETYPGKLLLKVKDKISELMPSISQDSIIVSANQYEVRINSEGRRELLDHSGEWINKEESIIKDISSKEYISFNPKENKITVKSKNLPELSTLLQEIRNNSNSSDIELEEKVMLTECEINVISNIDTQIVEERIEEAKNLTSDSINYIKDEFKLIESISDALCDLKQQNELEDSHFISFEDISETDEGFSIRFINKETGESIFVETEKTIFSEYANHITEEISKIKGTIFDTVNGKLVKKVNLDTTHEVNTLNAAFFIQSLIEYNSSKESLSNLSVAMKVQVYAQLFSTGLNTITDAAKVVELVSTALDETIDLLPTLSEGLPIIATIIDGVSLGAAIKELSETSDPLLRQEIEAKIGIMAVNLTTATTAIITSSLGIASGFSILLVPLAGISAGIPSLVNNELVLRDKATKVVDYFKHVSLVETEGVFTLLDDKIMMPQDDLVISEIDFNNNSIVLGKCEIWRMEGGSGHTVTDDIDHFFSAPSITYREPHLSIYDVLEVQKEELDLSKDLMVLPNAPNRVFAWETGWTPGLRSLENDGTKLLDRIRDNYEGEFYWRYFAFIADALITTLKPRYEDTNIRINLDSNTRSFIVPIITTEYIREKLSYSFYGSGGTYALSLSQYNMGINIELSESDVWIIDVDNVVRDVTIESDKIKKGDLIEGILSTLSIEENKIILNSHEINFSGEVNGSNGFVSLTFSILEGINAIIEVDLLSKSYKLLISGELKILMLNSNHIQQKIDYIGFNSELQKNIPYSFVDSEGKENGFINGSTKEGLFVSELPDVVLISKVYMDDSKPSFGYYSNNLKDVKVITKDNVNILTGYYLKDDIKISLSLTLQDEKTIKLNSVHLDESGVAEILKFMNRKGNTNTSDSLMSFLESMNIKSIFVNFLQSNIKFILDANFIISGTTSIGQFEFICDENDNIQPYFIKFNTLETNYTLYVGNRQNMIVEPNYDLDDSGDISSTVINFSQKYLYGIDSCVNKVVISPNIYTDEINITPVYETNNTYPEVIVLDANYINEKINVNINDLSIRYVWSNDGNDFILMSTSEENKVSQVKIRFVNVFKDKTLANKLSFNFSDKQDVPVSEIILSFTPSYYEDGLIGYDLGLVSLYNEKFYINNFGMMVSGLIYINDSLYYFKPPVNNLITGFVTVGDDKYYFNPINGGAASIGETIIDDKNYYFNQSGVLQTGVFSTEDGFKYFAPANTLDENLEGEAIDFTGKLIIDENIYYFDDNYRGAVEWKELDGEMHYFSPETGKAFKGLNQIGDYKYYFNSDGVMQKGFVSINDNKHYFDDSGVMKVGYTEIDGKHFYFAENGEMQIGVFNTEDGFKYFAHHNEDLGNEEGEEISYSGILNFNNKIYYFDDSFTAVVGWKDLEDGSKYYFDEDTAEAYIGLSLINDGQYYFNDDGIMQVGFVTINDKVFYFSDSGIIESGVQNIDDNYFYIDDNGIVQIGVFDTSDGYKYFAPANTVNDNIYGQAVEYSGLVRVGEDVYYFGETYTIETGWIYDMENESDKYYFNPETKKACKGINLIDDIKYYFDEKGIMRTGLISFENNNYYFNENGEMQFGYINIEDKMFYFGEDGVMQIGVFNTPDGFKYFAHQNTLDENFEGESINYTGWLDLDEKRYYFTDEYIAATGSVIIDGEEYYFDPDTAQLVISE
# Y pestis TopoI – Y. pestis Topo-I inhibition via cleavage products | Y. pestis Topo-I cleavage product accumulation, plate reader | 360,000 compounds, 0.064% hits | activity, % at 10 µM; in the data active = activity above about 50%, passing the limit was not always enough; inconclusive = no clear call, values can overlap the other calls; also: inactives centre near 2
# SSB-PriA inh – blocks PriA binding to SSB C-terminal tail. 430,000 compounds, 0.6% hits. inhibition, % at 33 µM. AID 1272365. AlphaScreen SSBct-PriA binding, biotinylated peptide; in the data active = inhibition mostly above about 37%, no sharp cut-off; inactive = mostly below about 20%;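 also: plate controls were negative control peptide for no effect and reference peptide for full effect; strong numbers were not always called active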
# Anthrax LF prot – blocks Bacillus anthracis lethal factor protease | AID 588501 | P15917 | 360,000 compounds, 0.12% hits | inhibition, % at 10 µM | multiplex microsphere protease cleavage assay, LF; in the data active = inhibition above about 30%; inconclusive = no clear call, values can overlap the other calls; also: plate controls were buffer without enzyme for full effect and enzyme alone for no effect
# PfHsp40 yeast – restores yeast growth despite PfHsp40 toxicity; AID 504582; growth rescue, % at 12.5 µM; S. cerevisiae expressing PfHsp40, growth rescue, ATP luminescence; 340,000 compounds, 0.68% hits; in the data active = growth rescue above about 28%, passing the limit was not always enough; inconclusive = no clear call, values can overlap the other calls;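 also: yeast W303a lacking pdr1 and pdr3 grown in galactose medium; growth measured after three days at 30 °C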
# MazEF act – activators of E. coli MazEF toxin-antitoxin RNase; P0AE70; activation, % at 20 µM; FAM/BHQ RNA-DNA oligo cleavage fluorescence, 5 h; AID 504720; 350,000 compounds, 0.32% hits; in the data active = activation above about 50%
# Rv3671c inh – inhibitors of M. tuberculosis serine protease Rv3671c. 320,000 compounds, 0.048% hits. AID 2606. P9WHR9. inhibition, % at 5.96 µM; in the data active = inhibition above about 38%;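 also: extracellular domain of Rv3671c used as enzyme; 0% = enzyme with DMSO and 100% = no enzyme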
# The depositor's hits bear a star; i = inactive; u = inconclusive; x = not tested or not shown; & = joins results of further samples.
SMILES,Vc quorum ag,VHR inh abs,3CLpro inhibitor,TcdB GH inh,Y pestis TopoI,SSB-PriA inh,Anthrax LF prot,PfHsp40 yeast,MazEF act,Rv3671c inh
O=C(C/C=N\OCc1ccc([N+](=O)[O-])cc1)Nc1ccc(Cl)cc1,i,5,4,2.3,11,x,-8,5.2,8,-18
Cc1nc(-c2ccc(-c3ccon3)s2)no1,-0.9,9,2,1.4,1,2,-3,-0.8,-6,-3
CC1=C(C(N)=O)C(c2cccs2)NC(=O)N1 (stereo not drawn),-0.3,13,-1,0.9,-1,3,-9,2.0,1,9
CCSc1nc(C)c(C(C)=O)cc1C#N,x,-12,-2,x,1,-25,7,0.6,-5,5
C=CCOC(=O)C1=C(C)NC(SCC(N)=O)=C(C#N)C1c1ccc(C)cc1 (stereo not drawn),7.1,8,1,2.1,-4,-6,4,-0.8,8,-6
CC(=O)N1CCN(C(=O)c2cc(S(=O)(=O)Nc3ccc(S(C)(=O)=O)cc3)ccc2Cl)CC1,0.4,23,-1,2.8,8,-12,-7,0.3,4,1
COc1ccc(/C(N)=N/OC(=O)c2ccc(C)c([N+](=O)[O-])c2)cc1OC,i,31,4,x,-2,x,-4,-0.6,3,-1
Cc1onc(-c2ccccc2Cl)c1C(=O)N1CCN(c2ncccn2)CC1,i,20,5,0.9,3,-5,-5,-0.7,8,0
O=C(Oc1cccc(NC(=O)c2ccco2)c1)c1ccc(Br)c(S(=O)(=O)N2CCCCC2)c1,i,-4,4,x,5,1,1,0.5,-1,-88
COC(=O)c1ccc(NCc2c(O)ccc(O)c2Br)cc1Cl,x,x,x,-16,-11,18,-9,2.0,-28,x
Cc1ccc(-c2csc(C3C(N)=NC(S)=C(C#N)C34CCCCC4)n2)cc1 (stereo not drawn),-0.2,10,-7,x,3,-10,3,0.3,0,-12
COc1ccc(NS(=O)(=O)c2ccc(C)c(C(=O)OC(C)C(=O)N3CCOCC3)c2)cc1 (stereo not drawn),-0.9,x,x,-1.3,7,3,-2,2.2,0,3
Cc1cccc(NC(=O)c2nc[nH]c2C(=O)NCCN(CCNC(=O)c2[nH]cnc2C(=O)Nc2cccc(C)c2)CCNC(=O)c2[nH]cnc2C(=O)Nc2cccc(C)c2)c1,i,x,x,1.3,u,2,-11,-1.2,-171,-88
Cc1c(C(=O)O)nnn1-c1nonc1N,1.1,18,1,1.1,-10,-7,-6,-0.2,2,1
CN(C1CCS(=O)(=O)C1)S(=O)(=O)c1cccs1 (stereo not drawn),i,x,x,2.3,3,-4,-3,0.4,5,5
CN(CC(=O)Nc1ccc(F)cc1)C(=O)c1cc(-c2cccs2)nn1-c1ccccc1,i,x,x,2.0,12,4,-4,0.2,-6,x
COc1nn(C(C)C(=O)N2N=C(C(F)F)CC2(O)C(F)F)cc1[N+](=O)[O-] (stereo not drawn),14,0,1,x,-2,-6,3,-0.8,-1,-1
Cn1c2ccccc2c2cnn(CC(=O)Nc3ccc(Cl)cc3)c(=O)c21,-5.5,6,-2,0.7,-5,-11,-2,-0.5,-24,-60
Cc1ccc(OCCN2CCC2(C)C(=O)Nc2ccc3c(c2)OCCO3)cc1 (stereo not drawn),i,x,x,2.9,17,x,-1,x,x,x
NS(=O)(=O)c1ccc(CCNC(=O)COC(=O)CN2C(=O)C3CCCCC3C2=O)cc1 (stereo not drawn),-0.6,17,-1,-1.6,-10,6,-2,-1.0,0,3
CCCCOC(=O)Nc1nnc(CCOCC)s1,i,7,-1,x,1,0,-1,-0.3,-2,3
COc1ccc(-c2noc(CNC(=O)CCN3C(=O)[C@H]4CC=CC[C@H]4C3=O)n2)cc1,-0.4,-2,9,1.5,-2,1,-2,-1.9,3,-8
Cc1nnc(NC(=O)CCC2CCCCC2)s1,-0.6,x,x,0.9,5,x,-1,x,7,x
O=C(c1cccnc1)N1CCN(Cc2cccc(Br)c2)CC1,i,9,3,x,-3,4,2,0.6,8,13
CCCCCCCCCc1nc2sc3c(c2c(=O)n1NC(=O)c1ccccc1[N+](=O)[O-])CC(C)(C)OC3,i,-4,-5,0.3,2,-8,-1,0.1,2,-37

# (next part)
SMILES,Vc quorum ag,VHR inh abs,3CLpro inhibitor,TcdB GH inh,Y pestis TopoI,SSB-PriA inh,Anthrax LF prot,PfHsp40 yeast,MazEF act,Rv3671c inh
Cc1ccccc1C(=O)N/N=C/c1ccsc1C,-0.2,-8,2,1.0,1,x,4,0.3,-5,-10
CC(=O)Nc1cc2c(ccc3ccccc32)oc1=O,0.0,12,-1,1.3,3,-1,-8,-0.6,4,-6
COc1ccc(S(=O)(=O)N2CCCC2CNC(=O)C(=O)NC2CC2)cc1 (stereo not drawn),-0.5,x,x,0.6,-12,-2,-2,-2.3,5,5
CC(C)(C)NC(=O)Cn1c(Cl)nc2ccccc21,-0.4,23,2,-0.6,7,-17,-8,-0.4,8,5
Cc1ccc2oc(=O)c3cnn(CC(=O)NCCN4CCOCC4)c3c2c1,-0.2,2,9,1.5,4,-3,-1,0.5,-4,0
CC1CC(C)CN(S(=O)(=O)c2ccc3oc(=O)ccc3c2)C1 (stereo not drawn),-0.1,22,-5,0.3,11,-12,2,-0.4,-2,-3
COc1ccc(-n2nnnc2SCC(=O)NNC(=O)c2ccc([N+](=O)[O-])cc2)cc1,-0.2,18,-2,x,-7,-10,-1,-1.5,-1,-6
CCN(C(=O)CSc1nnc(-c2cccc(Cl)c2)n1N)c1c(N)n(Cc2ccccc2)c(=O)[nH]c1=O,i,x,x,-1.2,1,-5,-7,-2.3,9,x
CCN(CC(=O)Nc1ccccc1C(F)(F)F)C(=O)CCOc1ccc(C)cc1,5.0,x,x,0.2,-1,-19,0,-0.4,0,2
Nc1ccc2c(=O)[nH][nH]c(=O)c2c1,-3.8,x,x,0.3,2,-12,-8,1.1,-6,x
CN(C)c1ccc(P(=O)(OCc2ccccc2)C(O)c2ccc(Cl)cc2)cc1 (stereo not drawn),-0.8,22,-3,0.3,5,-20,x,0.4,1,-6
COc1nc(N2CCCCCC2)nc(N2CCCCCC2)n1,-0.7,13,4,x,15,-13,u,1.2,-4,-1
COc1ccc(C2c3ccc(O)cc3Oc3ncn(CC(C)C)c(=N)c32)cc1 (stereo not drawn),-0.4,13,5,0.0,0,7,-2,1.0,4,-5
Cc1cccc(NC(=O)NC(C)C(c2ccccc2)N2CCN(C)CC2)c1 (stereo not drawn),1.0,-7,-5,0.2,-1,-24&-1,-5,-0.6,13,-10
COC(=O)c1ccc(NC(=O)c2nc(S(=O)(=O)Cc3cccc(C)c3)ncc2Cl)cc1,-0.2,-9,6,-6.0,21,-10,-2,-1.7,9,-25
O=[N+]([O-])c1cccc(Oc2cnccn2)c1,-0.3,-16,-3,2.4,-3,-11,6,-0.8,6,0
CC(C)c1ccc(/C=N/NC(=O)CC(=O)NC2CCCCC2)cc1,-0.1,6,-5,0.7,4,x,-3,-0.5,-2,0
Cc1nc(SCc2nc3c(C)cccc3[nH]2)c2oc3ccccc3c2n1,i,x,x,0.3,24,-4,-4,20,-22,-10
CCn1c(N2CCN(C(=S)NC)CC2)nc2ccccc21,1.9,11,2,0.4,7,-2,2,0.7,1,-11
Cc1cc([N+](=O)[O-])c2ccccc2[n+]1[O-],-0.4,4,0,x,-2,3,-7,127*,1,-7
CCOC(=O)c1ccc(NC(=O)Nc2ccc(S(N)(=O)=O)cc2)cc1,-0.2,-12,-2,x,-12,3,0,0.3,-4,-84
COc1cccc(NC(=S)N2CCc3cc(OC)c(OC)cc3C2COc2ccc3c(C)cc(=O)oc3c2)c1 (stereo not drawn),2.0,-2,-3,x,13,11,-1,0.6,-31,-27
CCOc1ccc(C2CC(=O)NC(SC)=C2C#N)cc1 (stereo not drawn),-0.2,21,-7,1.4,-2,-8,0,-1.1,0,0
O=S(=O)(Cc1cccc(F)c1)c1c[nH]c2ccccc12,-0.2,-20,3,15*,-2,6,-1,-0.7,-20,-3
CC(CC(=O)c1ccc(F)cc1)N1CCN(c2ccccc2)CC1 (stereo not drawn),1.1,x,x,0.9,6,15,-16,-0.8,12,x

# Compound profiles, from the list above:
# CC(C)(C)NC(=O)Cn1c(Cl)nc2ccccc21 is listed as Vc quorum ag = -0.4; VHR inh abs = 23; 3CLpro inhibitor = 2; TcdB GH inh = -0.6; Y pestis TopoI = 7; SSB-PriA inh = -17; Anthrax LF prot = -8; PfHsp40 yeast = -0.4; MazEF act = 8; Rv3671c inh = 5
# CCN(CC(=O)Nc1ccccc1C(F)(F)F)C(=O)CCOc1ccc(C)cc1 is listed as Vc quorum ag = 5.0; VHR inh abs = x; 3CLpro inhibitor = x; TcdB GH inh = 0.2; Y pestis TopoI = -1; SSB-PriA inh = -19; Anthrax LF prot = 0; PfHsp40 yeast = -0.4; MazEF act = 0; Rv3671c inh = 2
# O=S(=O)(Cc1cccc(F)c1)c1c[nH]c2ccccc12 is listed as Vc quorum ag = -0.2; VHR inh abs = -20; 3CLpro inhibitor = 3; TcdB GH inh = 15*; Y pestis TopoI = -2; SSB-PriA inh = 6; Anthrax LF prot = -1; PfHsp40 yeast = -0.7; MazEF act = -20; Rv3671c inh = -3

# 2 entries from above, with two lines to a compound:
# Values run as follows: Vc quorum ag	VHR inh abs	3CLpro inhibitor	TcdB GH inh	Y pestis TopoI	SSB-PriA inh	Anthrax LF prot	PfHsp40 yeast	MazEF act	Rv3671c inh
COc1nc(N2CCCCCC2)nc(N2CCCCCC2)n1
→ -0.7	13	4	x	15	-13	u	1.2	-4	-1
CCOc1ccc(C2CC(=O)NC(SC)=C2C#N)cc1 (stereo not drawn)
→ -0.2	21	-7	1.4	-2	-8	0	-1.1	0	0

# Next records.
SMILES,Vc quorum ag,VHR inh abs,3CLpro inhibitor,TcdB GH inh,Y pestis TopoI,SSB-PriA inh,Anthrax LF prot,PfHsp40 yeast,MazEF act,Rv3671c inh
O=S(=O)(c1ccc(-c2csc(-c3cccnc3)n2)cc1)N1CCCCC1,-0.1,13,3,0.4,30,-12&-2,-4,1.2,0,-24
CCOC(=O)c1c(C)c(C(=O)NC(C)COC)c(C)n1C (stereo not drawn),i,6,-5,x,5,1,-3,-0.7,8,-4
COc1ccc(-c2c(=O)n(OCc3ccccn3)c3ccccc3[n+]2[O-])cc1OC,i,38,-8,x,9,3,4,-0.2,-12,2
CN1c2ccccc2C2(C)CCCC3=Cc4cc([N+](=O)[O-])cc([N+](=O)[O-])c4OC312 (stereo not drawn),i,1,5,x,-7,-4,-2,0.5,-2,3
CN(C)c1cc(-c2ccc(Cl)cc2Cl)oc(=O)c1Cl,0.6,-29,4,1.3,4,-7,8,-0.6,-6,-2
Cc1nc2ncnn2c(C)c1CCC(=O)Nc1csc(N)n1,i,16,-3,x,1,-5,-15,0.5,5,1
Cc1ccccc1-n1nc2c(c1NC(=O)c1ccc(S(=O)(=O)N(C)C)cc1)CSC2,i,3,1,1.3,7,-9,-5,-1.7,3,-3
CC1CC(=O)Nc2ccccc2N1S(=O)(=O)c1ccccc1 (stereo not drawn),-2.5,16,-2,x,-6,-13,1,0.3,5,7
O=S(=O)(c1ccccc1)c1nc(Nc2ccccc2N2CCOCC2)sc1Cl,i,39,2,x,4,6,-1,0.6,-1,-5
COc1ccc(C(NC(=O)N2CC(C)OC(C)C2)C(Cl)(Cl)Cl)cc1F (stereo not drawn),-0.3,9,-2,x,12,2,2,-1.3,5,0
CCOC(=O)N1CCN(C(=O)Cc2ccccc2OC)CC1,i,-36,-1,0.9,1,-4,-3,-0.7,-14,4

# Compound activity (PubChem BioAssay)

# Only part of the results is shown. The share of hits here may be higher or lower than overall.
